Bioassay records (PubChem)
AmpC no deterg: inhibitors of E. coli AmpC beta-lactamase without detergent | P00811 | Potency, µM (series often up to 57.1 µM), for the others: top-dose activity change, negative = inhibition, actives largely listed as inhibitors | AmpC nitrocefin hydrolysis, absorbance 480 nm, 0.0001% Triton | 330,000 tested, 0.52% active;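 also: potency is read from the fitted curve at half-maximal effect; plate controls were no compound for no effect and no enzyme for full effect; nearly all actives have a fitted effect of over 20% in size; some results filed as inactive show a strong effect at the top dose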
Target sequence (P00811 whole entry, looked up): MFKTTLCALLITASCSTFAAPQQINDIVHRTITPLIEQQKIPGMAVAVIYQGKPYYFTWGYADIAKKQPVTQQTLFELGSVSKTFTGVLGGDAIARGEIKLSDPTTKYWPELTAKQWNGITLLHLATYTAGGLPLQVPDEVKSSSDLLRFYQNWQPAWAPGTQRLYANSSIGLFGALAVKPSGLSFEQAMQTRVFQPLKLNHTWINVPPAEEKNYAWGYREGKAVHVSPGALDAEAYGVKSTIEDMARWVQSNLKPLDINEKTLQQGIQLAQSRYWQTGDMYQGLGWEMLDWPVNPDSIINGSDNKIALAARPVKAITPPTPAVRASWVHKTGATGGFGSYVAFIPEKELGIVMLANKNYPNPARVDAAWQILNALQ
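20 mM phosphate pH 7.0 + 0.01% (detergent screen) or 0.0001% Triton X-100; 5.3 nM AmpC reagent; cpd preinc 15 min RT; nitrocefin (800 uM stock) to start; A480 q20 s × 4 min; Activity was normalised to no-enzyme and no-compound control wells.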
AmpC detergent: blocks E. coli AmpC beta-lactamase in detergent assay; P00811; AmpC hydrolysis of nitrocefin, absorbance 480 nm, 0.01% Triton; Potency, µM (doses to about 114 µM), for the others: at the highest dose activity change, negative = inhibition, hits mostly inhibitors; 370,000 tested, 0.041% active; AID 485294;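 also: potency is read from the fitted curve at half-maximal effect; 0% = no-compound wells and -100% = no-enzyme wells; nearly all actives have a fitted effect of over 25% in size; some results filed as inactive show a strong effect at the top dose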
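20 mM phosphate pH 7.0 + 0.01% (detergent screen) or 0.0001% Triton X-100; 5.3 nM AmpC reagent; cpd preinc 15 min RT; nitrocefin (800 uM stock) to start; A480 q20 s × 4 min; Activity was normalised to no-enzyme and no-compound control wells.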
Cycloheximide cs: counter-screen for Shiga toxin inhibitors: cycloheximide protein synthesis inhibition | cell reporter, cycloheximide protein synthesis inhibition counterscreen | max response, % | 300,000 tested, 12% active | AID 2314; in the data active = max response mostly above about 13%, no sharp cut-off; inactive = mostly below about 14%; also: read at 38.3 µM for the half of the compounds with a filed dose; 0% is about no effect
HCMV antiviral: inhibitors of human cytomegalovirus | HFF cells, HCMV-luciferase reporter, 72 h; active compounds read low | activity change, negative = inhibition, % at 57.5 µM | 410,000 tested, 4.5% active | AID 1259415; in the data active = activity change below about -60%; inconclusive = no clear call, values can overlap the other calls; inactive = above about -39%; also: % is scaled to controls: 0 for no effect and ±100 for the full control effect
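Luciferase read-out from HCMV-luciferase-infected HFFs (MOI 1 PFU/cell) 72 h post infection at 37C; compounds added after 16 h cell attachment; activity normalized between buffer-only basal and Salinomycin (10uM) inhibitor controls.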
FBPA Giardia inh: inhibitors of Giardia lamblia fructose-1,6-bisphosphate aldolase | A8B2U2 | AID 2451 | 290,000 tested, 0.71% active | Potency, µM (titrated, usually from 59.6 µM), for the others: top-dose activity, negative = inhibition, hits mostly inhibitors | purified Giardia FBPA; also: potency is read from the fitted curve at half-maximal effect; % is scaled to controls: 0 for no effect and ±100 for the full control effect; nearly all actives have a fitted effect of over 55% in size
Target sequence (A8B2U2 whole entry, looked up): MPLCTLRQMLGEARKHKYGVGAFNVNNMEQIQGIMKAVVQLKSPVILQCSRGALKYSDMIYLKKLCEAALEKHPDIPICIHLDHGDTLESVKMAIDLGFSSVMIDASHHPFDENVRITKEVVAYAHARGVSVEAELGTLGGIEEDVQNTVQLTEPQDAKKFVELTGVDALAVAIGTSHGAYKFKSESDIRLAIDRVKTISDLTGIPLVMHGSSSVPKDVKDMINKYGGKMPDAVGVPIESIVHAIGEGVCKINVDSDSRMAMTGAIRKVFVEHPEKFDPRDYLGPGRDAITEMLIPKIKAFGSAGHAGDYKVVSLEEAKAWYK
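Giardia FBPA (40 nM reagent) was preincubated 10 min at RT with compound (up to 57.5 uM final), then substrate plus GAPDH/TPI/NAD/arsenate coupling system with diaphorase/resazurin was added; resorufin fluorescence (525/598 nm) was read after 20 min.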
AMA1 RON2 block: inhibitors of Plasmodium falciparum AMA1-RON2 interaction | AlphaScreen AMA1-biotinylated RON2 peptide binding | Potency, µM (highest dose often 58.2 µM), without a hit: top-dose activity change, negative = inhibition, most hits filed as inhibitors | 360,000 tested, 0.2% active | AID 720542;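 also: potency is read from the fitted curve at half-maximal effect; 0% = vehicle wells and -100% = peptide control; nearly all actives have a fitted effect of over 45% in size; some results filed as inactive show a strong effect at the top dose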
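AMA1 (3D7) with his tag at 25 nM final met compounds first, then biotinylated RON2 peptide at 25 nM; detection used donor plus acceptor beads, 10 µg/mL apiece, read by AlphaScreen after 30 min at room temperature.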
Shiga inhibitor: blocks Shiga toxin action in Vero cells | inhibition, % at 38.7 µM | 290,000 tested, 9.2% active | Vero cells, Shiga toxin protein synthesis inhibition reporter; in the data active = inhibition mostly above about 28%, no sharp cut-off; inactive = mostly below about 43%; also: 0% is about no effect
The depositor's hits bear a star; ? = inconclusive; . = no result given; & = joins results of further samples; [ ] = dose if it differs, or a comment. Unless noted, calls follow the shape of the dose curve; as a rule, active = well fitted curve in the direction sought with a large enough effect; inconclusive = small, poorly fitted or top-dose-only effect, or another doubt; inactive = no such curve, though single readings can be large; an effect the other way counts as inactive or inconclusive.

Results follow in this order: AmpC no deterg	AmpC detergent	Cycloheximide cs	HCMV antiviral	FBPA Giardia inh	AMA1 RON2 block	Shiga inhibitor
CN(C(=O)CSc1nnc(-c2ccco2)n1Cc1ccccc1)C1CCS(=O)(=O)C1 (stereo not given)
 : 1%	-7%	.	4	.	-10%	.
CC(C)n1nnnc1SCC(=O)NCc1ccc2c(c1)OCO2
 : -7%	-17%	7	85	.	-15%	-2
CCN(CC)c1ccc(/C=C(\C#N)C(=O)NCc2ccco2)cc1
 : -10%	4%	36*	?	-1%	.	43*
CCOC(=O)C(=O)/C(=C\N(C)C)c1onc(-c2ccccc2Cl)c1C(=O)OC
 : ?	5%	-1	12	7%	3%	13
COc1cc(-c2noc(C)c2C(=O)NCCCN2CCOCC2)cc(OC)c1OC
 : 14%	.	.	5	.	9%	.
Cc1cc(C)cc(NCC(=O)Nc2c(C)cccc2C)c1
 : -5%	-1%	-2	42	4%	1%	8
CSc1cccc(NS(=O)(=O)c2ccc3c(c2)oc(=O)n3C)c1
 : -34%	-9%	-7	?	7%	-14%	-13
COC(=O)c1ccc(CNC(=O)Cn2cnc(C(=O)Nc3ccc(C)c(C)c3)n2)cc1
 : -23%	.	.	59	.	-5%	.
Cc1ccc2cc(C)c(N3CCC(C)CC3)nc2c1
 : -15%	3%	23*	?	2%	-3%	74
CC1(C)CC(=O)C(C2C3=C(CC(C)(C)CC3=O)Oc3ccc4ccccc4c32)C(=O)C1 (stereo not given)
 : 0%	4%	-6	-29	9%	6%	13
CS/C(=N/S(=O)(=O)c1ccc(C)cc1)c1ccccc1
 : -9%	-1%	1	-34	3%	0%	-6
c1ccc(Cn2c[n+](Cc3ccccc3)c3ccccc32)cc1
 : 14%	?	4	-27	.	-2%	-4
CCOc1ccc(N)cc1OC
 : 18%	0%	14	-35	?	-14%	-5
COc1ccc(N2CC(C(=O)N[C@@H](C)C(=O)NCCc3ccccc3)CC2=O)cc1 (stereo not given in full)
 : 0%	-9%	-2	-8	-2%	-9%	-3
COC(=O)c1ccc(Oc2nc(N(C)C)nc(N3CCOCC3)n2)cc1
 : 16%	-6%	-5	17	2%	-27%	2
O=[n+]1c2c(n([O-])c3c1CCCC3)CCCC2
 : -7%	?	-2	40	2%	-7%	-11
Cc1ccc(N(C(=O)c2sc(C)nc2C)C(C(=O)NCc2ccco2)c2ccccc2)cc1 (stereo not given)
 : 103%[activator]	-6%	5	?	-1%	-5%	-25
O=C(CSc1ncnc2c1nnn2Cc1ccc(F)cc1)NCC1CCCO1 (stereo not given)
 : -10%	-1%	-3	26	4%	-8%	-8
COc1ccc2[nH]c(C(=O)Nc3ccccc3Cl)cc2c1
 : -28%	4%	36*	87	1%	0%	47*
O=C(CSCc1ccccc1)N1CCN(C(=O)c2ccco2)CC1
 : -13%	-2%	17	32	5%	2%	46*
COc1ccc(C)cc1NC(=O)CCNS(=O)(=O)c1ccc2c(c1)CCC(=O)N2
 : -2%	0%	2	-23	-3%	-6%	-8
Cc1nnc(SC(C)C(=O)Nc2c(C)n(C)n(-c3ccccc3)c2=O)n1N (stereo not given)
 : 2%[2.29 µM]	-8%	5	-20	?	6%	14
COc1ccc(-n2nnnc2-c2cccc(OC)c2)cc1
 : -11%	1%	8	-5	-8%	6%	-7
O[C@@H]1CN(Cc2ccccc2Cl)CC[C@H]1N1CCOCC1
 : -3%	-7%	-1	-12	6%	19%	-2
CN(CC(=O)Nc1ccc(S(=O)(=O)N(C)C)cc1)Cc1ccc(C(F)(F)F)cc1
 : 96%[activator]	-9%	9	-37	-3%	-8%	-1
CCCn1c(O)c(N=NC(=O)c2ccco2)c2ccccc21
 : -11%	-15%	8	-1	?	5%	53*
NS(=O)(=O)c1ccc(CCNC(=O)c2ccco2)cc1
 : -7%	?	8	-36	2%	-7%	-5
Cc1ccc(C)c(S(=O)(=O)NCC(c2ccco2)N2CCc3ccccc3C2)c1 (stereo not given)
 : -37%	?	.	?	.	-7%	.
Cc1ccc(N=Nc2ccc(O)c(/C=N\NC(=O)c3ccc(N)cc3)c2)cc1C
 : -14%	?	9	37	7%	10%	8
COc1ccc(NC(=O)C2CCC(CNS(=O)(=O)c3cccs3)CC2)cc1OC (stereo not given)
 : -7%	0%&9%	6	-27&18	-5%	-1%	-3

Sorted by molar mass (high to low): part of the list above.
Results follow in this order: AmpC no deterg	AmpC detergent	Cycloheximide cs	HCMV antiviral	FBPA Giardia inh	AMA1 RON2 block	Shiga inhibitor
COc1ccc(NC(=O)C2CCC(CNS(=O)(=O)c3cccs3)CC2)cc1OC (stereo not given)
 : -7%	0%&9%	6	-27&18	-5%	-1%	-3
CN(CC(=O)Nc1ccc(S(=O)(=O)N(C)C)cc1)Cc1ccc(C(F)(F)F)cc1
 : 96%[activator]	-9%	9	-37	-3%	-8%	-1
Cc1ccc(N=Nc2ccc(O)c(/C=N\NC(=O)c3ccc(N)cc3)c2)cc1C
 : -14%	?	9	37	7%	10%	8

Remaining list, next part.
Results follow in this order: AmpC no deterg	AmpC detergent	Cycloheximide cs	HCMV antiviral	FBPA Giardia inh	AMA1 RON2 block	Shiga inhibitor
CCC(Cc1ccccc1)NC(=O)Cn1cccc1C(=O)c1ccccc1 (stereo not given)
 : -2%	5%	-3	?	.	0%	-15
CC1CCN(C(=O)COC(=O)c2ccc([N+](=O)[O-])o2)CC1
 : -5%	.	.	-21	.	-10%	.
CCOc1ccc(-n2c(Cc3cc(=O)[nH]c(=O)[nH]3)nnc2SCC(=O)OC)cc1
 : 2%	-2%	-7	-7	-4%	25%	-7
CCNc1nc(NCC)nc(N(C#N)CCOc2ccccc2)n1
 : -3%	-6%	13	24	-1%	4%	4
CC(C)(C)Nc1ncnc2c1cnn2-c1ccccc1
 : -18%	-9%	57*	99	-13%	-1%	96*
O=C1CCCN1CC1CCCN(Cc2nc(COc3ccccc3)no2)C1 (stereo not given)
 : -3%	5%	9	7	2%	7%	-6
C=CC[C@H](CC(=O)N[C@H](CO)Cc1ccccc1)C(=O)N[C@@H](COC(=O)[C@@H](CC=C)CC(=O)OC(C)(C)C)Cc1c[nH]c2ccccc12
 : 252%[activator]	.	.	34	.	-5%	.
CC1=C(C(=O)N2CCCC(CCC(=O)NCc3ccccc3F)C2)OCCO1 (stereo not given)
 : 2%	3%	-2	5	1%	4%	-4
CC(C)(C)NC(=O)CCc1nnc(Cc2c[nH]c3ccccc23)o1
 : 217%[activator]	9%	12*	81	11%	1%	20
CC1COc2ccccc2N1S(=O)(=O)c1ccccc1 (stereo not given)
 : -18%	10%	-2	-16	-2%	1%	-6
C[C@]12CC[C@@H]3c4ccc(O)cc4CC[C@H]3[C@@H]1CC[C@@H]2OC(=O)CCC(=O)O
 : -55%	-13%	-3	-100*	12%	-11%	-11
C=CCn1c(SCC(=O)OC)nc2sc3c(c2c1=O)CCN(C)C3
 : 23%	-18%	-2	.	-19%	.	-6
COc1cc(/C=N\NC(=O)c2ccc(Cn3nc([N+](=O)[O-])c(Cl)c3C)o2)ccc1O
 : -18%	1%	-2	54	4%	3%	-8
CCC(C)c1ccccc1NC(=O)C(C)OC(=O)CN1C(=O)NC(C)(C)C1=O (stereo not given)
 : -7%	0%	.	-7	.	6%	.
COc1ccc(NC(=O)C(c2cc3c(cc2[N+](=O)[O-])OCO3)N2CCN(C=O)CC2)cc1 (stereo not given)
 : 18%	-11%	-3	42	-28%	-1%	17
Cc1noc(C)c1COC(=O)c1ccc(F)c(S(=O)(=O)N2CCCCC2)c1
 : 43%	-1%	-1	-2	5%	7%	-17
CCOC(=O)c1ccc(NC(=O)CCn2c(=O)oc3ccccc32)cc1
 : -19%	?	9	13&1	-4%	17%	-8
O=C(CCC(=O)N(CC(=O)NC1CCCC1)c1cccc(F)c1)Nc1nccs1
 : -31%	10%	-2	6	-17%	-8%	1
COc1ccc(NC(=O)CSc2ncnc3c2sc2ccccc23)c(OC)c1
 : -15%	-9%	-2	-32	0%	16%	10
COc1ccc(C2CC(=O)C3=C(C2)Nc2ccccc2N(C(=O)C2CC2)C3c2cccnc2)cc1OC (stereo not given)
 : .	-8%	-2	-2	-8%	-3%	-8
CCCCC(=O)O[C@H]1CC[C@H]2[C@@H]3CCc4cc(O)ccc4[C@H]3CC[C@]12C
 : -43%	-7%	-1	?	-11%	2%	24
O=S(=O)(c1ccc(N2CCN(CCO)CC2)nc1)N1CCOCC1
 : -8%	2%	.	-28	.	1%	.
CN(C)S(=O)(=O)c1cccn1-c1ncc(C(F)(F)F)cc1Cl
 : -4%	1%	1	-18	5%	1%	3
O=C(CN(C(=O)c1cccc([N+](=O)[O-])c1)C1CCCCC1)Nc1ccc(Cl)c([N+](=O)[O-])c1
 : -38%	-4%	-5	17	0%	9%	-4
CCN(CC)C(=O)Cn1c(=O)n(CCCC(=O)NCc2ccccc2)c(=O)c2sccc21
 : -21%	-3%	-1	?	0%	0%	-8
C=CCn1c(N)c(C(=O)OC(C)CC)c2nc3ccccc3nc21 (stereo not given)
 : -5%	-10%	1	-4	-9%	29%	-20
CC1CCc2c(sc(/N=C/c3cccnc3)c2C(N)=O)C1 (stereo not given)
 : -15%	3%	16*	71	-15%	-8%	54
CC1CCN(C(C)C(=O)Nc2cc(S(=O)(=O)N3CCCCC3)ccc2Cl)CC1 (stereo not given)
 : -15%	0%	.	?	.	-2%[11.6 µM]	.
CCc1nc2ccc(N3CCN(C)CC3)cc2nc1CC
 : 0%	?	25*	6	-14%	-7%	40
Cc1cc(NC(=O)CCC(=O)N(Cc2cccs2)C(C(=O)NC2CCCC2)c2cccnc2)no1 (stereo not given)
 : 1%	-6%	-4	-6	-2%	31%[activator]	-17
Cc1ccccc1Cn1c(=O)[nH]c2ccccc21
 : -21%	-4%	-6	?	3%	-1%	-7
O=C(NCCCO)c1cc2c([nH]c3ccccc32)c(-c2ccccc2)n1
 : -2%	-2%	-2	-28	-2%	2%	-10
N#Cc1cccc(NC(=O)CNC(=O)Cc2ccccc2)c1
 : -34%	1%	-1	49	-2%	1%	-6
CN(Cc1ccccc1)c1ncc(C=O)s1
 : -4%	-6%	-2	-63*	3%	0%	-2
Cc1ccc(S(=O)(=O)NCC(=O)N2CCOCCOCCOCCOCC2)cc1
 : -1%	-9%	-3	-11	15%	3%	-2
Cc1c(C(=O)O)[nH]c2ccc([N+](=O)[O-])cc12
 : -17%	-4%	9	-15	22%	0%	-3
CCCCCCn1c(CN2CCCCC2C)nc2c1c(=O)n(C)c(=O)n2C (stereo not given)
 : 5%	?	-2	17	0%	38%	-4
CCCCOC(=O)CCc1c(C)[nH]c(=O)c(C#N)c1C
 : -28%	-7%	-3	-12	3%	20%	-5
c1ccc(CSc2nc3ncccn3n2)cc1
 : -2%	?	.	12	.	10%	.
COC(=O)C1=C(c2ccc(Cl)c(C(F)(F)F)c2)C[C@@H]2CC[C@H]1N2C(=O)NC1CCCCC1
 : 62%[activator]	7%	.	?	.	16%	.
CC(C)c1cccc(O)c(=O)c1
 : -7%	?	-1	0	?	82%[activator]	-7
